From PubChem BioAssay
DRD3 agonist: activates the human D3 dopamine receptor; P35462; D3R DiscoveRx beta-arrestin cells, luminescence, 90 min; 410,000 tested, 0.58% active; max activation, %; in the data active means max activation above about 30%; further: 0% is about no effect; mostly tested at two doses, the higher about 12 µM
Target sequence (P35462 whole entry, looked up): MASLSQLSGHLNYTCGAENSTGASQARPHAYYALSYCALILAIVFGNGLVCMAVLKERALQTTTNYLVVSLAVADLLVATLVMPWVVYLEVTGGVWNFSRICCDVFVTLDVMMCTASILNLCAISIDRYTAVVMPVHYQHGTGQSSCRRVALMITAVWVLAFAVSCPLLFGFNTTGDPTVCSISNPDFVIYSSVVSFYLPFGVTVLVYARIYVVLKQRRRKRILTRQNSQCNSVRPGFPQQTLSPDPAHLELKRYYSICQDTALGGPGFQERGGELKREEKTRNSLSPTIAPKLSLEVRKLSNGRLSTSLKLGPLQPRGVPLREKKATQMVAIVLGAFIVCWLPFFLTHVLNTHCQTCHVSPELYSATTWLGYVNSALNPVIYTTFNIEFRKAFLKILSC
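Agonist mode: compounds and dopamine controls were applied to plated cells for 90 min at 37 degrees C after an overnight attachment at 1500 cells/well. Luminescent read-out followed 30 - 60 minutes at room temperature with DiscoveRx detection reagent.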
PTHR1 agonist: PTHR1 (human) receptor agonism. Potency, µM (series often up to 115 µM), for inactives: at the top dose activation, hits mostly activators. HEK293 GP2 PTHR1 cells, GloSensor cAMP luminescence, 1 h. AID 743266. 410,000 tested, 0.075% active; further: potency means the concentration at half of the fitted maximal effect; nearly all actives have a fitted effect of over 55% in size; some results filed as inactive show a strong effect at the top dose; inactives centre near -15; many of its hits are not listed in these tables
Target sequence (Q03431 whole entry, looked up): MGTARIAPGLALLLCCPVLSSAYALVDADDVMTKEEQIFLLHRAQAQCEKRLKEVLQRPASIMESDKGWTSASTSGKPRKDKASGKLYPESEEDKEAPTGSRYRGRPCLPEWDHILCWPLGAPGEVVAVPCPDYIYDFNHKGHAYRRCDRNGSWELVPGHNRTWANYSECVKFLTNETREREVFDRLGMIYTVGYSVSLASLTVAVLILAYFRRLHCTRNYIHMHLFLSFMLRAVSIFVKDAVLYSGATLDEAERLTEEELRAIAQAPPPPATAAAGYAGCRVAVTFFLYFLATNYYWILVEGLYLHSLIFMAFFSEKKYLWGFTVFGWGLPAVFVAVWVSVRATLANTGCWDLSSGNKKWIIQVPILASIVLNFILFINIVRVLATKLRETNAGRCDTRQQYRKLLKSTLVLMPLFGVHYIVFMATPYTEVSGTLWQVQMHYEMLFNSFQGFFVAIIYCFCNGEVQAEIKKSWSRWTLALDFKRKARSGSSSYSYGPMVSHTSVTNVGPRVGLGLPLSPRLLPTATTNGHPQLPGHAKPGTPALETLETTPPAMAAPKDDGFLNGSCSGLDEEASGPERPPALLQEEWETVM
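HEK-293-derived GP2 cells expressing PTHR1 and a GloSensor cAMP reporter, 3,000/well, plated overnight, given luciferin plus IBMX (each 0.5 mM as added) for 1 h at 37 °C, then compound for 1 h at 37 °C. Luminescence was read after 15 min at room temperature.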
GLP1R cytotox: cytotoxicity counter-screen for GLP-1 receptor inverse agonists; HEK293 cAMP-luciferase reporter cells, luminescence, 24 h; Potency, µM (top dose mostly 38.3 µM), without a hit: top-dose activity change, negative = inhibition, hits mostly inhibitors; 410,000 tested, 0.13% active; AID 624418;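 further: loss of luciferase light is scored as toxicity; potency means the concentration at half of the fitted maximal effect; on the % scale 0 is the no-effect control and ±100 the full control effect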
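Cells in DMEM/10% Nu serum/1% pen-strep, 1536-well format. Pre-incubated 12 h, dosed with 23 nL compound, incubated a further 24 h. Luciferase detection, 12 min at room temp, luminescence.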
GLP-1R agonist: activates the human GLP-1 receptor; HEK293 GLP-1R CRE-luciferase, luminescence, 4-6 h; cells express a hypersensitive GLP-1R form; Potency, µM (series often up to 45.6 µM), for inactives: top-dose activation, hits mostly activators; 380,000 tested, 0.007% active; AID 624172; further: potency means the concentration at half of the fitted maximal effect; % of control where 0% means no effect
GLP-1R inv ag: acts as inverse agonist at human GLP-1 receptor; P43220; HEK293 GLP-1R CRE-luciferase, luminescence, 24 h; GLP-1R form is constitutively active; Potency, µM (top dose mostly 38.3 µM), for the others: top-dose activity change, negative = inhibition, actives largely listed as inhibitors; 410,000 tested, 1.6% active; AID 624417; further: potency means the concentration at half of the fitted maximal effect; on the % scale 0 is the no-effect control and ±100 the full control effect; nearly all actives have a fitted effect of over 55% in size
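HEK293 cells stably co-expressing constitutively active GLP-1R and a cAMP-responsive luciferase reporter were seeded in DMEM with 10% Nu serum, given compounds after 12 h, and incubated 24 h at 37 deg C. Luminescence was then read.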
KB-V1 cytotox: kills drug-selected multidrug resistant KB-V1 cells. KB-V1 MDR cells viability, CellTiter-Glo, 72 h. Potency, µM (series often up to 46.1 µM), without a hit: top-dose activity change, negative = cytotoxicity, actives largely listed as cytotoxic. 400,000 tested, 3.4% active. AID 1347076; further: potency means the concentration at half of the fitted maximal effect; on the % scale 0 is the no-effect control and ±100 the full control effect; nearly all actives have a fitted effect of over 60% in size
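Cytotoxicity via CellTiter-Glo luminescence after 72 h compound exposure at 37 degrees C. Cells: drug-selected KB-V1 line, DMEM phenol-red free plus 10% FBS. Compounds tested at multiple concentrations; normalized data fitted to concentration-effect curves.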
TDP-43 yeast inh: TDP-43 toxicity inhibition in yeast; Potency, µM (titrated, usually from 46.1 µM), inactives show top-dose growth rescue (activation), actives largely listed as activators; TDP-43 expressing yeast growth rescue, BacTiter-Glo, 24 h; 410,000 tested, 1.8% active; further: potency means the concentration at half of the fitted maximal effect; % of control where 0% means no effect; nearly all actives have a fitted effect of over 50% in size
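Galactose-induced TDP-43 yeast, OD600=0.02, compound pinned; 24 hr, 30 deg C; BacTiter-Glo luminescence for growth. Inhibitors of TDP-43 toxicity read as activators.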
aSyn yeast inh: alpha-synuclein toxicity inhibition in yeast; Yeast expressing alpha-synuclein, growth rescue, BacTiter-Glo, 24 h; AID 652106; 370,000 tested, 0.14% active; Potency, µM (top dose mostly 46.1 µM), for the others: at the highest dose growth rescue (activation), hits mostly activators; further: potency means the concentration at half of the fitted maximal effect; % of control where 0% means no effect; nearly all actives have a fitted effect of over 65% in size
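Galactose-induced alpha-syn yeast (OD600=0.02, raffinose-pregrown) + pinned cpd, 24 hr, 30 deg C; growth by BacTiter-Glo luminescence. Growth restoration scores as activation.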
DRD3 antagonist: antagonists of human D3 dopamine receptor. 360,000 tested, 2.5% active. P35462. AID 652054. D3R cells, DiscoveRx beta-arrestin luminescence, antagonist mode; stronger effect = lower value. max response, negative = inhibition, %; in the data active means max response below about -50%; inconclusive means no clear call, values can overlap the other calls; further: on the % scale 0 is the no-effect control and ±100 the full control effect; mostly tested at two doses, the higher about 12 µM
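Cells expressing the human receptor were seeded at 1500 cells/well, incubated overnight at 37 degrees C in 5% CO2, then exposed to library compounds with dopamine controls for 90 minutes at 37 degrees C before luminescent detection.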
The depositor's hits bear a star; i = inactive; ? = inconclusive; . = not tested or not shown; [ ] = remark or other dose. Unless noted, the call rests on the fitted dose curve; in most records, active means well fitted curve in the direction sought with a large enough effect; inconclusive means small, poorly fitted or top-dose-only effect, or another doubt; inactive means no such curve, though single readings can be large; an effect the other way counts as inactive or inconclusive. Not all compounds are listed (hit frequency here may not be typical).

SMILES | DRD3 agonist | PTHR1 agonist | GLP1R cytotox | GLP-1R agonist | GLP-1R inv ag | KB-V1 cytotox | TDP-43 yeast inh | aSyn yeast inh | DRD3 antagonist
COc1ccc(/C(C)=N/NC(=O)CNC(=O)C2COc3ccccc3O2)c(OC)c1 (stereo not drawn) | 5 | i | -6% | 2% | -24% | 28% | 2% | 1% | 3
CCN(CCCNC(=O)C1CCC(=O)N1C(C)C)c1cccc(C)c1 (stereo not drawn) | 15 | 3% | -5% | 7% | 1% | 4% | -5% | -2% | 9
CN(C(=O)COC(=O)c1ccc(CN2CCCC2=O)cc1)c1ccccc1 | 5 | -9% | 2% | -1% | 6% | 0% | 16% | 0% | 35
CC[C@H](C)[C@H](NS(=O)(=O)c1ccc(C)cc1)C(=O)N1CCC(C(=O)N[C@H](C(=O)O)C(C)C)CC1 | 7 | i | 2% | -3% | 74%[activator] | 28% | -10% | -4% | -12
Cc1cc(C)c(S(=O)(=O)Nc2ccc(O)cc2)c(C)c1 | 1 | i | 9% | 6% | 0% | ? | 23% | 14% | 10
CC(=O)Nc1nc2ccc(-c3nc4ccccc4o3)cc2s1 | 5 | -30%[57.5 µM] | -17% | 9% | 108%[activator] | 7% | 6% | 5% | 25
COCCCNC(=O)Cc1ccc(-n2c(C)nc3cccnc32)cc1 | -13 | -26% | 4% | -1% | -4% | 2% | -7% | -4% | -13
CCc1ccc(OCC(=O)OCC(=O)NCCNC(=O)COC(=O)COc2ccc(CC)cc2)cc1 | 4 | i | -10% | -16% | -9% | . | -7% | 0% | 12
Cc1ccc(S(=O)(=O)N(C)C)cc1NC(=O)CCCNC(=O)c1ccc(Cl)cc1 | 0 | i | -14% | 4% | 1% | -2% | -5% | ? | 10
Cc1cnc(NC(=O)CSc2nnc(-c3cccs3)n2C)s1 | -2 | i | 2% | -5% | 42%[activator] | -2% | -2% | 2% | 0
Cc1ccccc1N1CCN(S(=O)(=O)c2cccs2)CC1 | 2 | -33% | 0% | 5% | -11% | -9% | ? | 1% | -10
COc1ccc(OC)c(S(=O)(=O)N2CCN3CCCC3C2)c1 (stereo not drawn) | -5 | ? | -2% | 3% | -14% | -1% | -18% | -9% | -17
Cc1nc(-c2ccccc2)sc1-c1ccc(SCC(=O)NCc2ccccc2)nn1 | 6 | i | 3% | . | 12% | 3% | 23% | . | .
COc1ccc(C(CNC(=O)c2cccc([N+](=O)[O-])c2)N2CCOCC2)cc1 (stereo not drawn) | -27 | -20% | 0% | . | 11% | . | 18% | . | .
CN(C)c1ccc(S(=O)(=O)NCC(=O)NCC2CCCCC2)cc1[N+](=O)[O-] | -8 | i | -15% | 7% | ? | 5% | -15% | -1% | 1
O=C(Nc1ccc(C(=O)NCc2ccccc2)cc1)C1=CSCCO1 | -3 | i | -25% | 0% | 21% | 0% | 11% | 5% | 0
FC(F)(F)c1cccc(NC(=S)Nc2cccc(Cl)c2)c1 | -9 | -39%[inhibitor][57.5 µM] | ? | -13% | ? | -18% | 3% | -40%[inhibitor] | -13
Cc1ccc(O)c(NS(=O)(=O)c2cccc3nsnc23)c1 | 4 | i | 1% | 25% | 9% | 3% | ? | 16% | -12
COc1ccc(C(=O)NCC2CCCO2)cc1S(=O)(=O)N1CCCc2ccccc21 (stereo not drawn) | 2 | i | 0%[0.307 µM] | -14% | 7%[0.307 µM] | -9% | 2% | 3% | 16
CCCCN(C(=O)CC1CCCC1)c1c(N)n(CCCC)c(=O)[nH]c1=O | -4 | -14% | -15% | -3% | 18% | -7% | 2% | -1% | -18
Oc1ccc(/C=N/n2c(COc3ccccc3)n[nH]c2=S)c(O)c1 | 2 | i | 2% | -4% | 22% | 2% | 14% | 0% | 1
CCC(=O)Nc1ccc(NC(=S)Nc2ccccc2)cc1 | 2 | i | 6% | -6% | 16% | ? | 27% | 2% | 6
CC(C)OC(=O)c1ccc(OC(=O)c2cccnc2)cc1 | -1 | i | 16% | 0% | 13% | 8% | 1% | 12% | 7
Cc1nn(C(C)C(=O)N2CCCCC2)c(=O)c2c1sc1ccccc12 (stereo not drawn) | -10 | i | 5% | -6% | 21% | -9% | 0% | 0% | -14
COC(=O)/C=C1\SC(N2CCOCC2)=C(c2ccc(OC)cc2)C1=O | -10 | -1% | 2% | 0% | 7% | 0% | 19% | -1% | 0
Cc1ccc(NC(=O)CNC(=O)c2ccc3c(c2)OCO3)nc1 | -16 | -12% | -6% | 9% | 17% | 8% | 1% | -4% | 0
CCC(=O)Nc1cccc(NC(=S)NC(=O)c2cc3ccccc3o2)c1 | 2 | -34% | -1%[7.66 µM] | 9% | 8%[7.66 µM] | ? | ? | 3% | 2
CCOC(=O)C1=C(COC(=O)CCOc2ccccc2C)NC(=O)NC1C (stereo not drawn) | -13 | 0% | 3% | 1% | 7% | 0% | 0% | -3% | -65*
O=C(CSc1n[nH]c(-c2cccs2)n1)N1CCOCC1 | 2 | i | -3% | -2% | 1% | -3% | -22% | -6% | 20
COCCNC(=O)Cn1c(=O)oc2cc(S(=O)(=O)N3CC(C)CC(C)C3)ccc21 (stereo not drawn) | 5 | i | -7% | -1% | -17% | ? | 3% | -6% | 9

Complete entries, quoted from the list:
Results for Oc1ccc(/C=N/n2c(COc3ccccc3)n[nH]c2=S)c(O)c1 → DRD3 agonist: 2; PTHR1 agonist: i; GLP1R cytotox: 2%; GLP-1R agonist: -4%; GLP-1R inv ag: 22%; KB-V1 cytotox: 2%; TDP-43 yeast inh: 14%; aSyn yeast inh: 0%; DRD3 antagonist: 1
Results for CCOC(=O)C1=C(COC(=O)CCOc2ccccc2C)NC(=O)NC1C (stereo not drawn) → DRD3 agonist: -13; PTHR1 agonist: 0%; GLP1R cytotox: 3%; GLP-1R agonist: 1%; GLP-1R inv ag: 7%; KB-V1 cytotox: 0%; TDP-43 yeast inh: 0%; aSyn yeast inh: -3%; DRD3 antagonist: -65*

Other results follow:
SMILES | DRD3 agonist | PTHR1 agonist | GLP1R cytotox | GLP-1R agonist | GLP-1R inv ag | KB-V1 cytotox | TDP-43 yeast inh | aSyn yeast inh | DRD3 antagonist
Cc1ccc(C)c(NC(=O)CN(C)C(=O)c2ccc(-c3cccc(C(F)(F)F)c3)o2)c1 | -2 | -2% | ? | 22% | ? | 18µM* | 5% | 7% | 0
Cc1ccc(-n2c(SCC(=O)NCc3ccccc3)nc3n[nH]c(C)c3c2=N)cc1Cl | -9 | -20% | -15% | . | -17% | -13% | 0% | . | .
CCC(C)[C@H](NC(=O)NCc1cccnc1)C(=O)OC (stereo partly drawn) | 7 | i | 4% | 9% | 10% | 24% | 13% | -2% | 27
CCOC(=O)C1(CCCc2ccccc2)CCN(C(=O)CCn2cnnn2)CC1 | 5 | i | -4% | 0% | -1% | 1% | 18% | 7% | 11
CC12CC3CC(C)(C1)CC(C(=O)Nc1nn[nH]n1)(C3)C2 | -7 | i | -10% | -13% | -2% | -8% | -6% | -4% | -26
CC1C(=O)N2CCCc3cc(NC(=O)c4ccccc4Br)cc1c32 (stereo not drawn) | 5 | -19% | -6% | 0% | 11% | ? | 11% | 4% | 1
Cc1ccc(Nc2nc(N)nc(CSc3nnnn3-c3ccccc3)n2)cc1 | 5 | -10% | -15% | 2% | 4% | 9% | 4% | -8% | 3
O=C(CN1CCCCC1)N/N=C/c1ccc(Cl)cc1Cl | -1 | -58%[inhibitor] | 11% | -1% | 11% | -2% | 11% | -4% | -17
CC(C)CC(=O)Nc1nc(-c2ccc(S(=O)(=O)N3CCOCC3)cc2)cs1 | -1 | -89%[inhibitor] | 5% | -1% | -6% | ? | -3% | 0% | 3
Cc1ccc(Sc2ccc(N3CCC(C(=O)Nc4cc(C)cc(C)c4)CC3)nn2)cc1 | 0 | -19% | 1% | 0% | 4% | 18% | 0% | . | .
COc1ccc(NC(=O)Cn2cnc3ccccc3c2=O)cc1OC | -2 | 11% | 3% | 3% | 12% | -5% | -2% | -2% | -3
COc1ccc(C(=O)NCCNc2nc3ccc(C)cc3cc2C#N)cc1 | 6 | -4% | 2% | 7% | 23% | -4% | 5% | 2% | 15
O=C(COc1ccc(Cl)cc1)c1ccc(O)cc1O | -10 | -22% | 17% | 3% | ? | 4% | -22% | -8% | 8
Cc1ccc(O)c(-c2cc(-c3ccccc3C)[nH]n2)c1 | -1 | -18% | ? | 0% | 5.6µM* | ? | ? | -45%[inhibitor] | -10
O=C(NC1CCN(C(=S)NCc2ccco2)CC1)c1cccc(F)c1 | 0 | -54%[inhibitor] | -4% | 6% | 6% | ? | 4% | 0% | 4
COc1ccc(-c2noc(CSc3nnc(Cc4ccccc4)n3-c3cccc(C)c3)n2)cc1 | -4 | -19% | -14% | . | ? | -5% | 3% | . | .
O=C(CN1C(=O)c2ccccc2C1=O)Nc1nnc(C2CCCO2)s1 (stereo not drawn) | 15 | i | -11% | 6% | 9% | 0% | -10% | 0% | -2
CCCCCc1nnc(NC(=O)CN2C(=O)C3CCCCC3C2=O)s1 (stereo not drawn) | -9 | i | 0% | 10% | -13% | 1% | -1% | -2% | -14
Cc1ccc(C2c3cccn3CCN2S(=O)(=O)c2ccc([N+](=O)[O-])cc2)cc1 (stereo not drawn) | 5 | -14% | 19% | . | ? | -10% | ? | . | .
O=C(C1=C[C@H](c2coc3ccccc3c2=O)C[C@H](OCCCCO)O1)N1CCOCC1 | -26 | -53% | 1% | -3% | 5% | -2% | 21% | 6% | 3
Cn1cnc(S(=O)(=O)N2CCCC(c3cc(C(=O)Nc4ccc(F)c(Cl)c4)no3)C2)c1 (stereo not drawn) | 2 | -91%[inhibitor] | -30% | 17% | -26% | -1% | 18% | -4% | 3
